Autophagy HCS – alters autophagy in cells | hit rate 0.98% among 190,000 | calls only at 10 µM (by protocol) | MEF GFP-LC3 puncta imaging; test concentration mostly 10 µM;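 active = percentage of spot-positive cells more than 3 SD above its plate mean, without a fluorescence outlier flag or 80% toxicity; inconclusive = no clear call, values can overlap the other calls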;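 also: spot-positive cell cutoff set from DMSO-treated cells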
Yfh1-off respiration – mitochondrial function rescue without frataxin homolog – Friedreich's ataxia, plus single-dose screen, dose response (AID 1465); hit rate 0.074% among 220,000; fold induction at 50 µM; hits with a dose series show EC50 in µM; S. cerevisiae Yfh1-off respiration, WST-1 reduction, 72 h; higher fold induction means a stronger effect;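 active = fold induction of absorbance versus untreated yeast above a set limit, then at least 30% activation at any dose in follow-up; inconclusive = repeats straddling the limit, or above it without dose testing; inactive = fold induction below the set limit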;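 also: activators that raise dye reduction in frataxin-depleted yeast; strong numbers were not always called active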
Insulin prom up – MIN6 insulin promoter up-regulation | z-score at 5 µM | MIN6 insulin promoter-GFP reporter, high-content imaging; hits give high values | hit rate 0.3% among 190,000 | AID 1625;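 active = z-score above 3 at 5 µM with at least 500 cells counted in the well; inconclusive = wells under 500 cells, flagged as cytotoxic or low count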
Hep lipid drop – hepatic lipid droplet formation modulation | AML12 mouse hepatocytes, oleate lipid droplets, BODIPY imaging | inhibition, % at 6.5 µM | hit rate 0.4% among 240,000 | AID 1656;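 active = lipid droplet intensity inhibited by at least 50%, with more than 500 cells counted; inconclusive = wells with under 300 cells, treated as cytotoxic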
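System: AML12 hepatocytes (mouse). Probe or stimulus: oleic acid at 100 µM to induce lipid droplet formation. Times: overnight treatment with compound plus oleate. Detection: Image-based BODIPY and DAPI two-channel analysis. Evaluation: percent inhibition of filter-corrected integrated lipid droplet intensity per well.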
P. falciparum M1AAP – malaria alanyl aminopeptidase activity blockers – biochemical, fluorogenic H-Leu-NHMec substrate, 1536-well (AID 1445) | recombinant M1AAP, H-Leu-NHMec fluorogenic kinetic assay; higher % means a stronger effect | inhibition, % at 30 µM, or IC50 in µM where a hit was titrated | hit rate 0.42% among 220,000;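 active = primary inhibition above the hit cutoff, then over 50% inhibition at one or more dose response concentrations, cut at about 23% in these data, passing the limit was not always enough; inconclusive = conflicting primary data, or primary hits not chosen for dose response; inactive = low primary inhibition, or under 50% at every dose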;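 also: plate controls were DMSO full reaction for no effect and no enzyme background for full effect; strong numbers were not always called active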
Dynein transport – blocks dynein driven cargo transport along microtubules; AID 1381; 3617.4 mouse cells, GR-EGFP nuclear translocation imaging; test concentration mostly 20 µM; stimulated with dexamethasone, 1 µM; hits give low values; hit rate 0.47% among 220,000; z-score, hits read low;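 active = plate z-score of nuclear minus cytoplasmic receptor signal below a set negative limit, without overly bright fluorescence or cell loss, cut at about -3.5 in these data, passing the limit was not always enough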;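 also: z-score of nuclear minus cytoplasmic ring GR-EGFP intensity difference per well; some compounds called inactive have numbers as strong as hits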
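Buffer or medium: tet-free, stripped-serum medium; Also added: dexamethasone, 1.0 µM final; Technique: high-content fluorescence imaging after fixation; Times: 48 h induction, 1 h compound, 30 min dex at 37 °C; Read-out: per-cell GR-EGFP intensity, nucleus versus surrounding cytoplasmic ring, well-averaged.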
MT stabilizer – stabilizes microtubules in HeLa cells; HeLa tubulin immunostaining HCS, 24 h; share of cells brighter than vehicle mean+2SD; hit rate 0.83% among 200,000; % tubulin-high responders, % at 10 µM;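 active = plate Z-score above 3 for both tubulin-high and condensed-nucleus cell shares, with cell loss under 80%, at 10 µM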;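 also: anti alpha tubulin signal scored within the nucleus-defined area of each cell; some results filed as inactive read as strong as hits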
ER stress rescue – protection against thapsigargin-triggered cell killing – 384-well, CSM14.1, ATP luminescence, primary screen (AID 1222). one-dose cellular ATP content (survival), % at 20 µM; EC50 in µM for titrated hits. 190,000 tested, under 10 active. CSM14.1 thapsigargin-induced death rescue, ATP luminescence; higher % means a stronger effect;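 active = EC50 below 50 µM in the dose-response confirmation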;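 also: death triggered by thapsigargin at about 15 µM added after 2 h compound pretreatment; cell ATP read after overnight thapsigargin exposure of roughly 18 to 22 hours; normalized against plate controls of thapsigargin alone and 5% DMSO vehicle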
M17LAP inhibition – P. falciparum M17LAP inhibitors, primary screen, biochemical, fluorogenic H-Leu-NHMec substrate, 1536-well (AID 1619); inhibition, % at 30 µM, or IC50 in µM where a hit was titrated; recombinant M17LAP, H-Leu-NHMec fluorogenic kinetic assay; higher % means a stronger effect; hit rate 0.38% among 220,000;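 active = compound inhibiting the enzyme by more than half at any dose during confirmatory dose-response retesting; inconclusive = strong single-dose inhibitors picked by rank but not retested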;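 also: plate controls were full reaction with DMSO carrier for no effect and no enzyme background for full effect; strong numbers were not always called active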
Dynein transport cytoplasmic EGFP – second read-out of Dynein transport, no call of its own (marks repeat the call); z-score; measured here: cytoplasmic GR-EGFP intensity; hits give high values
Dynein transport nuclear GR-EGFP – second read-out of Dynein transport, no call of its own (marks repeat the call); z-score; measured here: nuclear GR-EGFP intensity;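 lower value marks the stronger effect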
Dynein transport cell count – recorded beside Dynein transport, whose call it bears; z-score; measured here: cell count per field
Insulin prom up cell count – recorded beside Insulin prom up, whose call it bears; cell count; measured here: cytotoxicity, nuclei count;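 total cells summed across four imaged fields per well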
Hep lipid drop cells 6.5 µM – recorded beside Hep lipid drop, whose call it bears; cell count; measured here: cell count, cytotoxicity flag;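 cells counted across two imaged fields per well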
MT stabilizer Hoechst-high % – further read-out of MT stabilizer, marked with its call; % Hoechst-high responders; measured here: nuclear condensation Hoechst responders;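 share of cells brighter than vehicle mean plus two SD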
MT stabilizer cytotoxicity % – recorded beside MT stabilizer, whose call it bears; toxicity, %; measured here: cytotoxicity by cell density;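 0% = mean cell density of plate MIN control wells and 100% = no cells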
Autophagy HCS cell loss 18 h – recorded beside Autophagy HCS, whose call it bears; toxicity, %; measured here: cell loss, nuclei count;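 cell loss after 18 h compound exposure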
An asterisk follows results filed as active; i = inactive; u = inconclusive; x = not tested or not shown.

SMILES	Autophagy HCS	Autophagy HCS cell loss 18 h	Yfh1-off respiration	Insulin prom up	Insulin prom up cell count	Hep lipid drop	Hep lipid drop cells 6.5 µM	P. falciparum M1AAP	Dynein transport	Dynein transport cytoplasmic EGFP	Dynein transport nuclear GR-EGFP	Dynein transport cell count	MT stabilizer	MT stabilizer Hoechst-high %	MT stabilizer cytotoxicity %	ER stress rescue	M17LAP inhibition
CN1CCN(NC(=O)COc2cccc(C(F)(F)F)c2)CC1	i	-1	i	-0.29	1397	7	644	-1%	0.24	-0.26	0.25	-0.23	3.4	1.9	7.0	-1.8%	1%
COc1ccccc1C1CN(c2ccc(F)cc2F)N=C1c1cccs1 (centres undefined)	i	-27	i	0.65	846	0	765	22%	-1.2	-0.3	-0.86	0.55	2.9	1.8	6.7	-0.1%	-12%
CCOC(=O)C(=Cc1cn(C)c2ccc(S(=O)(=O)N(C)C)cc12)C(=O)OCC	i	9	i	0.4	1369	3	720	10%	-0.69	0.093	-0.47	-0.17	1.0	0.8	6.8	3.7%	-2%
COc1cccc(CNC(=S)Nc2cc(C)cc(C)c2)c1	i	9	i	-0.14	1417	-13	673	-1%	0.55	-0.29	0.36	-0.39	7.0	1.7	8.3	-1.3%	-4%
COc1cc(Cl)c(C)cc1NC(=O)c1cccc(OC)c1OC	i	-2	i	-1.5	1359	-12	756	6%	1.1	-0.32	0.69	-0.92	1.2	3.1	4.2	-1.3%	3%
COc1ccc(OCC(=O)N2CCN(c3cccc(Cl)c3)CC2)cc1	i	5	x	-0.69	856	9	802	u	0.78	-0.028	0.76	-0.54	1.9	1.3	9.7	2.4%	7%
CC1Cc2ccccc2N1C(=O)C12CCC(C)(C(=O)C1)C2(C)C (centres undefined)	i	3	i	0.02	1233	-6	650	-3%	-0.23	-0.13	-0.16	1.3	2.6	1.6	22	x	-4%
COc1ccc(-c2nc(C3CCCCC3)no2)cc1OC	i	8	i	1.4	1516	x	x	1%	0.71	-0.35	0.39	0.025	5.4	4.8	8.2	1.4%	8%
Cc1ccc(NC(=O)CCc2c(C)nc3ncnn3c2C)cc1	i	-12	i	0.04	1692	x	x	1%	-0.3	-0.23	6.1e-05	0.6	2.2	2.5	6.2	-1.2%	5%
CCOC(=O)C/C(C)=N\Nc1nc(-c2ccccc2)cs1	i	5	i	x	x	x	x	1%	-0.83	-0.14	-0.7	0.84	2.0	2.4	8.0	0.2%	21%
O=C(NCCc1ccccc1)c1cccs1	i	-5	i	-1.6	928	18	775	0%	-0.72	0.06	-0.12	-0.19	0.8	1.0	4.6	-1.5%	-6%
CSc1nnc(Cc2cc(=O)[nH]c(=O)[nH]2)n1-c1cccc(C)c1	i	3	i	u	x	9	700	9%	-1.6	-0.21	-0.58	2.3	6.1	3.5	4.4	-1.9%	-6%
CC(C)CCN1CCN(Cc2nc3c(s2)CCCC3)CC1CCO (centres undefined)	i	-24	i	-0.02	1414	4	690	2%	-1.2	-0.26	-0.46	0.14	3.6	2.5	3.7	-0.5%	2%
O=C(NC1C(=O)NNC1c1ccc(Cl)cc1)c1ccc(F)cc1 (centres undefined)	i	17	i	-0.53	1513	0	675	11%	-0.4	-0.38	-0.082	0.7	3.6	2.4	6.4	-0.1%	33%
O=C(CCSc1ccccc1)NC(=O)COC(=O)c1ccc(OC(F)F)cc1	i	1	i	0.38	1446	4	633	8%	0.12	-0.14	0.21	-0.06	1.6	3.5	6.8	-2.5%	-1%
Cc1ccnc(N2CCN(C(=O)CSc3nc4ccccc4nc3N3CCC(C)CC3)CC2)c1	i	5	i	0.45	1215	17	704	8%	0.17	0.32	0.19	0.33	1.1	1.5	0.9	0.8%	3%
CCOc1ccc(Br)cc1CSC(=N)N	i	-10	i	0.01	1039	-41	627	0%	-0.12	-0.29	-0.12	0.18	1.9	2.4	3.2	0.5%	-21%
O=C(c1ccco1)N1CCN(Cc2nc(Cc3ccccc3)no2)CC1	i	-15	i	0.33	1408	-9	698	x	0.52	-0.15	0.81	-0.45	2.8	1.4	6.7	-0.9%	x
CCOC(=O)CC(=O)NC1(Cc2ccc(O)cc2)CCCCC1	i	2	i	1	1312	1	727	10%	-0.84	0.056	-0.43	0.47	3.8	3.5	5.9	1.1%	-1%
COc1ccc(CNC(=O)C/C(C)=N/NC(=O)Cc2ccc(OC)c(OC)c2)cc1	i	11	i	x	x	-7	647	-3%	0.49	-0.064	0.41	-0.6	3.0	2.4	15	0.8%	0%
Cc1cccc(OC(C)c2ccnc3nc(/N=C/N(C)C)nn23)c1 (centres undefined)	i	-29	i	0.35	1210	x	x	0%	-0.74	0.24	-0.5	0.91	3.2	2.1	3.7	-2.8%	-30%
COc1ccc(-c2cc(C(=O)O)c(C)o2)cc1OC	i	6	i	x	x	-2	737	3%	-0.4	-0.26	0.0057	0.4	1.4	1.6	1.8	-1.8%	15%
CC(=O)NNc1cc(N2CCOCC2)nc(N2CCOCC2)n1	i	-4	i	-0.19	1087	6	750	3%	0.25	-0.3	0.4	-0.059	11	1.7	7.6	0.9%	-4%
Cc1c(Cl)cccc1NC(=O)NCc1ccncc1	i	1	i	-0.12	1362	-10	634	-1%	0.99	-0.35	0.34	-0.62	2.8	1.7	8.9	-0.3%	-7%
c1ccc(-n2c(-c3ccncc3)nnc2-c2cccs2)cc1	i	0	i	-0.09	1314	x	x	5%	-0.27	-0.22	-0.25	0.41	1.6	1.3	4.6	6.1%	14%
(next part)
SMILES	Autophagy HCS	Autophagy HCS cell loss 18 h	Yfh1-off respiration	Insulin prom up	Insulin prom up cell count	Hep lipid drop	Hep lipid drop cells 6.5 µM	P. falciparum M1AAP	Dynein transport	Dynein transport cytoplasmic EGFP	Dynein transport nuclear GR-EGFP	Dynein transport cell count	MT stabilizer	MT stabilizer Hoechst-high %	MT stabilizer cytotoxicity %	ER stress rescue	M17LAP inhibition
Nc1cc(-c2ccccc2)nn1S(=O)(=O)c1ccc(F)cc1	i	5	i	0.18	1068	x	x	4%	2.5	-0.019	1.6	-1.1	4.1	2.3	1.1	-0.3%	-4%
Cn1c(SCc2nc(-c3cccs3)no2)nnc1C1CCCCC1	i	5	i	x	x	-12	672	11%	3.1	-0.12	1.3	-2	3.5	1.9	6.8	x	-3%
Cc1ccc(S(=O)(=O)n2nc(-n3c(C)ccc3C)c3c(F)cccc32)c2ccccc12	x	x	i	-0.9	1111	-23	684	2%	-0.41	-0.25	0.41	-0.14	x	x	x	x	6%
O=S(=O)(Nc1ccc(C(F)(F)F)cc1)c1cnc[nH]1	i	-7	i	0	1266	13	802	-5%	-0.98	-0.2	-0.21	0.28	1.2	2.5	7.6	-1.4%	28µM*
O=C(Cn1[nH]c(=O)c2ccccc2c1=O)N1CC=C(c2ccccc2)CC1	i	2	i	-0.28	872	0	766	1%	1.3	0.2	1.1	-2	1.2	1.0	12	3.0%	3%
O=C(Nc1ccccn1)c1cc2cc([N+](=O)[O-])ccc2s1	i	34	i	-0.16	1370	5	671	-1%	-0.097	-0.35	-0.13	0.07	4.2	21	13	x	-6%
CCCCNC(=O)C1CC(=O)N(c2ccc(OC)cc2)C1c1ccc(OC)cc1 (centres undefined)	i	2	i	-0.23	1598	x	x	12%	-1.2	-0.21	-0.5	0.33	2.6	1.7	2.7	-1.2%	6%

Full records as entered above:
CCCCNC(=O)C1CC(=O)N(c2ccc(OC)cc2)C1c1ccc(OC)cc1 (centres undefined) is listed with Autophagy HCS: i; Autophagy HCS cell loss 18 h: 2; Yfh1-off respiration: i; Insulin prom up: -0.23; Insulin prom up cell count: 1598; Hep lipid drop: x; Hep lipid drop cells 6.5 µM: x; P. falciparum M1AAP: 12%; Dynein transport: -1.2; Dynein transport cytoplasmic EGFP: -0.21; Dynein transport nuclear GR-EGFP: -0.5; Dynein transport cell count: 0.33; MT stabilizer: 2.6; MT stabilizer Hoechst-high %: 1.7; MT stabilizer cytotoxicity %: 2.7; ER stress rescue: -1.2%; M17LAP inhibition: 6%
Nc1cc(-c2ccccc2)nn1S(=O)(=O)c1ccc(F)cc1 is listed with Autophagy HCS: i; Autophagy HCS cell loss 18 h: 5; Yfh1-off respiration: i; Insulin prom up: 0.18; Insulin prom up cell count: 1068; Hep lipid drop: x; Hep lipid drop cells 6.5 µM: x; P. falciparum M1AAP: 4%; Dynein transport: 2.5; Dynein transport cytoplasmic EGFP: -0.019; Dynein transport nuclear GR-EGFP: 1.6; Dynein transport cell count: -1.1; MT stabilizer: 4.1; MT stabilizer Hoechst-high %: 2.3; MT stabilizer cytotoxicity %: 1.1; ER stress rescue: -0.3%; M17LAP inhibition: -4%
